CHRM4 PAM: CHRM4 positive allosteric modulation; activation, % at 3 µM; 360,000 compounds, 0.4% hits; AID 624126; P08173; CHO-K1 hM4/Gqi5, Fluo-8 calcium fluorescence, ACh EC20; 0% = ACh EC20, 100% = maximal ACh;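 active = activation above its plate's cutoff, the mean activation of sample wells plus 3 SD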; also: some results filed as inactive read as strong as hits
M5 ag: CHRM5 agonism in calcium assay; 360,000 compounds, 0.19% hits; P08912; activation, % at 3 µM; CHO-K1 hM5 cells, Fluo-8 calcium fluorescence; 0% DMSO wells, 100% maximal acetylcholine response;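 active = activation above the run's mean over test compounds plus 3 SD, cut at about 23% in these data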;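 also: signal is peak over basal fluorescence ratio across the kinetic read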
Target sequence (P08912 whole entry, looked up): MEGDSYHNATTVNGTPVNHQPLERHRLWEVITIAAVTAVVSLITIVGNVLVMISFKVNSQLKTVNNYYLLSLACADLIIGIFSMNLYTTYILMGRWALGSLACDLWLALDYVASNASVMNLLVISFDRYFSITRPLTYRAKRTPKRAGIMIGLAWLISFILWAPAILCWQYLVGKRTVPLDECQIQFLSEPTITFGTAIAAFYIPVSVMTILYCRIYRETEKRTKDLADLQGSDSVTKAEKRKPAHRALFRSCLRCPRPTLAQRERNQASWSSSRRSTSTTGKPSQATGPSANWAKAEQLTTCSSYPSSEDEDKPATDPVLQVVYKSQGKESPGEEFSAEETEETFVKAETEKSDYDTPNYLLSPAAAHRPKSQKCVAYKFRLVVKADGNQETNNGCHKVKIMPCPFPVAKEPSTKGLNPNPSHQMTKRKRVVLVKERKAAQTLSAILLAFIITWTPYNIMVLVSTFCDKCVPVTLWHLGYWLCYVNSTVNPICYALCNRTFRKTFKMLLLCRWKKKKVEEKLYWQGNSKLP
CHRM1 PAM: positive allosteric modulators of human M1 muscarinic receptor | activation, % at 3 µM | P11229 | 360,000 compounds, 0.088% hits | AID 588819 | CHO-K1 hM1, Fluo-8 calcium fluorescence, ACh EC20; 0% = ACh EC20, 100% = maximal ACh; in the data active = activation above about 19%, passing the limit was not always enough
Target sequence (P11229 whole entry, looked up): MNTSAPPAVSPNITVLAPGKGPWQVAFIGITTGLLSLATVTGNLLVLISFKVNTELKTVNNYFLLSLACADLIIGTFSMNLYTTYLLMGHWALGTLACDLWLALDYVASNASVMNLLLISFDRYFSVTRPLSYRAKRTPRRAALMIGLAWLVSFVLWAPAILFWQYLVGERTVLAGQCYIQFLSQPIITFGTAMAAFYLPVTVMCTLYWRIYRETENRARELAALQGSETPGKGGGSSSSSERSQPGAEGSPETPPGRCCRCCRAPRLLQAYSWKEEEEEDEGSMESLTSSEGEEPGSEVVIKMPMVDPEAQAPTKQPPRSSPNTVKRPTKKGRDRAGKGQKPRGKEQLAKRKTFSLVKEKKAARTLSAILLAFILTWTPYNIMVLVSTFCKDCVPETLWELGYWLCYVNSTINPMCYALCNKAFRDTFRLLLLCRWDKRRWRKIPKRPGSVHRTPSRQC
M4 antag: blocks acetylcholine activation of human M4 receptor; P08173; CHO-hM4 cells, ACh EC80, Fluo-8 calcium fluorescence; inhibition, % at 3 µM; 360,000 compounds, 0.73% hits; AID 624125;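 active = inhibition above its plate's cutoff, the mean inhibition of sample wells plus 3 SD, cut at about 27% in these data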;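 also: 0% = acetylcholine EC80 with DMSO and 100% = DMSO without agonist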
M4 ag: CHRM4 agonism in calcium assay | P08173 | CHO-K1 hM4/Gqi5, Fluo-8 calcium fluorescence; vehicle 0%, full acetylcholine response 100% | activation, % at 3 µM | 360,000 compounds, 0.14% hits;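 active = activation above the run mean over all test wells plus 3 SD, cut at about 32% in these data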;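 also: peak over basal fluorescence ratio per well then scaled between controls; 0% = DMSO wells and 100% = acetylcholine at EC100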
CRFBP-R2 agonist: agonists of human CRF-binding protein/CRF-R2 receptor complex; HEK293 CRF-R2/CRF-BP, calcium dye fluorescence (FLIPR); percent of saturating CRF peptide response; activation, % at 13.2 µM; 350,000 compounds, 0.46% hits; AID 588473;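 active = activation of at least 50%, plus an integration ratio under a set limit after plate pattern correction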;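 also: plate controls were neutral control wells without compound for no effect and CRF at EC100 for full effect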
CHRM1 antagonist: human CHRM1 antagonism; P11229; CHO-K1 hM1, Fluo-8 calcium fluorescence, ACh EC80 antagonist; inhibition, % at 3 µM; 360,000 compounds, 1.3% hits; AID 588852;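 active = percent inhibition above its own plate's cutoff, namely the mean of that plate's compound wells plus 3 SD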;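 also: peak over basal fluorescence ratio during 140 s after agonist addition; 0% = ACh EC80 plus DMSO and 100% = DMSO alone without agonist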
M5 antag: blocks acetylcholine activation of human M5 receptor. CHO-hM5 cells, Fluo-8 calcium fluorescence, ACh EC80. inhibition, % at 3 µM. 360,000 compounds, 0.59% hits;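 active = inhibition above a per-plate cutoff, the mean of that plate's test compounds plus 3 SD, cut at about 27% in these data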;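 also: 0% = acetylcholine EC80 with DMSO and 100% = DMSO without agonist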
M5 PAM: potentiates acetylcholine response at human M5 receptor. activation, % at 3 µM. 360,000 compounds, 0.3% hits. CHO-K1 hM5, Fluo-8 calcium, ACh EC20 PAM; 0% = ACh EC20, 100% = ACh EC100;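 active = activation above the run cutoff, the mean activation of all test compounds plus 3 SD, cut at about 18% in these data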
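Measured by: Fluo-8 calcium fluorescence; material: human M5 receptor in CHO-K1 cells; schedule: Post-acetylcholine fluorescence recording 140 s; benchmarks: low control EC20 acetylcholine (0%), high control EC100 acetylcholine (100%); read-out: Max/basal fluorescence ratio as % of EC20–EC100 ACh window; compound: single dose, 3 µM nominal final test concentration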
An asterisk follows results filed as active; . = not tested or not shown. This is a random part of the collection; about 2.8% have a hit in one of these screens.

Start of the listing, in advance, 2 compounds:
Every second line gives: CHRM4 PAM	M5 ag	CHRM1 PAM	M4 antag	M4 ag	CRFBP-R2 agonist	CHRM1 antagonist	M5 antag	M5 PAM
CC(SCc1cc(=O)n2c([nH]c3ccccc32)c1C#N)C(=O)O (stereo not given)
    2	1	10	1	2	6.9	-12	-3	8
O=c1c2c(-c3ccc([N+](=O)[O-])cc3)csc2nc2n1CCC2
    4	-3	7	6	-1	-2.3	-11	0	-2

The list itself, previewed entries included:
Every second line gives: CHRM4 PAM	M5 ag	CHRM1 PAM	M4 antag	M4 ag	CRFBP-R2 agonist	CHRM1 antagonist	M5 antag	M5 PAM
CC(SCc1cc(=O)n2c([nH]c3ccccc32)c1C#N)C(=O)O (stereo not given)
    2	1	10	1	2	6.9	-12	-3	8
O=c1c2c(-c3ccc([N+](=O)[O-])cc3)csc2nc2n1CCC2
    4	-3	7	6	-1	-2.3	-11	0	-2
Cc1cc(N2CCCC2)ccc1NC(=O)CN1C(=O)NC2(CCCCC2)C1=O
    -3	-2	2	-5	1	-0.1	-3	5	-2
COc1ccc(N=Cc2cc(Cc3ccccc3Cl)cc([N+](=O)[O-])c2O)cc1OC
    4	0	12	1	0	0.8	-4	-5	6
COc1ccc(NC(=O)NNC(=O)C(O)(c2ccccc2)c2ccccc2)cc1
    0	-3	3	-9	8	0.9	-3	6	4
O=C(COC(=O)CNC(=O)C1CCCCC1)NCc1ccccc1
    4	2	11	-2	1	-1.7	-7	4	-7
Cc1ccc(S(=O)(=O)N2[C@@H](c3ccc(F)cc3)C(C(=O)O)=CC[C@H]2c2cccc(C)c2)cc1
    15	2	13	-2	3	1.2	-16	1	5
C=C(C)CNC(=S)Nc1cccc(N)n1
    -3	-10	8	0	2	-0.1	-13	2	1
COC(=O)c1ccc(CSc2nc3c(cnn3-c3ccc(C)cc3)c(=O)[nH]2)o1
    10	0	0	-2	0	0.0	3	0	-1
COc1cc(/C=N\NC(=O)c2ccc(C)nc2)ccc1OC(=O)c1ccco1
    8	1	10	-2	2	-1.1	-11	2	-3
CC(=O)Nc1ccc(S(=O)(=O)NCC(=O)OCC(=O)N2CCCCCC2)cc1
    3	4	14	3	1	0.2	-14	7	4
O=C(NCc1ccncc1)C(F)(F)C(F)(F)C(=O)NCc1ccncc1
    16	-2	5	-12	1	3.8	3	-2	-3
O=C(O)C1CCCCC1C(=O)NCCc1cccc(Cl)c1 (stereo not given)
    8	-2	0	1	1	-0.4	8	-6	4
CCCNC(=O)C[C@H]1C[C@H]2c3cc(NC(=O)Nc4ccc(F)cc4)ccc3O[C@H]2[C@@H](CO)O1
    4	3	6	-4	0	1.8	-8	0	5
COC(=O)c1cc(CNC(=O)Cc2ccsc2)ccc1OC
    -22	-2	11	98*	-1	0.8	-17	10	-3
C[C@H]1C=C(C(=O)O)O[C@@H](OCc2ccc(CO)cc2)C1
    -1	0	6	8	0	-2.9	-10	14	0
CC(NC(=O)c1c(N)[nH]c(C(=O)c2ccccc2)c1-c1ccccc1Br)c1cccc2ccccc12 (stereo not given)
    8	4	.	-8	0	.	.	9	0
COc1cccc(C(=O)NCCN2CCC(n3c(=O)[nH]c4ccccc43)CC2)c1
    8	-1	.	-8	4	.	.	0	0
CCN(CC)C(=O)CN(c1cccc(Br)c1)S(C)(=O)=O
    -2	6	0	4	0	1.6	4	4	5
CCOc1cc(N2CCOCC2)c(OCC)cc1NC(=O)c1ccc(F)c(S(=O)(=O)N2CCOCC2)c1
    2	-4	7	-23	0	-1.4	-13	-7	4

Reformatted with the structure last: entries from further up.
CHRM4 PAM	M5 ag	CHRM1 PAM	M4 antag	M4 ag	CRFBP-R2 agonist	CHRM1 antagonist	M5 antag	M5 PAM	structure
-2	6	0	4	0	1.6	4	4	5	CCN(CC)C(=O)CN(c1cccc(Br)c1)S(C)(=O)=O
2	-4	7	-23	0	-1.4	-13	-7	4	CCOc1cc(N2CCOCC2)c(OCC)cc1NC(=O)c1ccc(F)c(S(=O)(=O)N2CCOCC2)c1

More results
Every second line gives: CHRM4 PAM	M5 ag	CHRM1 PAM	M4 antag	M4 ag	CRFBP-R2 agonist	CHRM1 antagonist	M5 antag	M5 PAM
CCc1cc2cc3c(cc2nc1SCC(=O)Nc1cc(C)on1)OCO3
    -3	0	2	0	0	-0.2	-6	-5	-3
CCN1CCCSC1=S
    2	1	5	-6	0	.	-12	1	-2
CCOC(=O)c1ccc(N=Nc2c(C)[nH]n(-c3ccccc3)c2=O)cc1
    -1	10	15	-1	0	0.5	-13	-5	0
Cc1cc(C(=O)COc2ccccc2Cl)c(C)n1-c1ccc2c(c1)OCO2
    -6	-6	-8	-15	-2	1.1	-5	6	-14
COc1cccc(-c2nc(CS(=O)(=O)CC(=O)NCc3ccc4c(c3)OCO4)c(C)o2)c1
    -2	-4	-2	-2	-1	-0.3	-3	14	-5
Cc1nn(C)cc1C(=O)NNC(=S)Nc1ccc(Cl)cc1
    3	-4	2	-10	1	-1.6	1	-8	6
COc1cc2c3c([nH]c2cc1F)C(=O)NCC3
    1	1	3	3	0	-2.2	5	9	2
O=C(/C=C/c1cccc([N+](=O)[O-])c1)OCC(=O)N1CCCCC1
    3	1	6	3	1	-1.4	-9	5	-2
Cc1ccccc1-n1c(SCC(=O)c2cc(C)n(C)c2C)nnc1-c1ccncc1
    -7	0	1	-3	4	1.2	-4	0	-4
OCCN1CCN(CC/C=C2/c3ccccc3Sc3ccc(Cl)cc32)CC1
    -11	2	-19	9	5	-0.1	10	14	-10
CC(O)c1cc2c(cc1NC(=O)c1cnn3c1NC(c1ccco1)CC3C(F)(F)F)OCO2 (stereo not given)
    -6	2	5	6	1	0.5	-34	2	-5
CCn1c(CNC(=O)Cc2ccc(OC)cc2)nnc1SCC(=O)Nc1nccs1
    8	5	3	0	-2	2.4	7	-10	8
COc1cc(CC(=O)Nc2ccc3nc(C)sc3c2)cc(OC)c1OC
    -9	2	-4	6	1	1.1	4	6	-2
Cc1ccc(C(=O)N2CCCC(N(C)Cc3ccccc3)C2)s1 (stereo not given)
    -4	-6	-5	-5	0	0.9	9	0	-3
C/C(=N/NC(=O)c1cccs1)c1cccc(N)c1
    7	-4	1	4	0	-0.1	8	5	-1
Cc1ccccc1SCC(=O)NNC(=O)c1ccccc1O
    -2	-3	4	2	1	1.0	-4	-1	9
c1cncc(C(c2nnnn2C2CCCC2)N2CCCC2)c1 (stereo not given)
    -6	-1	5	-1	0	-1.3	0	2	1
O=C(COC(=O)CNC(=O)c1cccc(OC(F)F)c1)NCc1ccc2c(c1)OCO2
    -2	-1	2	6	2	0.5	1	7	-3
COCCCN1C(=O)C(=O)/C(=C(/O)c2ccc(S(=O)(=O)N3CCOCC3)cc2)C1c1cccc(Cl)c1 (stereo not given)
    -4	-3	0	4	-1	-0.1	2	10	1
CCOc1ccc2c(c1)ncn2Cc1ccccc1
    1	-4	10	1	0	-1.9	-1	2	3
O=C(NCCCN1CCOCC1)c1cc2c(s1)CCCC2
    19	-1	7	-14	1	-1.4	-10	-2	8
O=C(O)C1CC(=O)N(c2ccc(F)c(F)c2)C1 (stereo not given)
    2	-1	16	2	1	-0.3	-32	8	-6
COc1ccc(CCNC(=O)c2cc3sc(Cl)cc3n2C)cc1OC
    -12	-1	-1	-4	3	-1.0	3	1	-2
COC(=O)c1c(C)[nH]c(C(=O)CSc2ccc(Cl)cc2)c1C
    4	-1	0	0	5	0.9	-4	12	-5
O=C(NCCCc1ccncc1)C1CCC(=O)N(Cc2cccc(F)c2)C1 (stereo not given)
    5	2	6	-3	1	0.0	-11	-7	11
Cc1cc(C)n(-c2ccc(C(=O)OCC(=O)Nc3ccc(S(N)(=O)=O)cc3)cc2)n1
    -9	-2	-6	17	0	1.2	5	7	3
CC(CCO)Nc1nc2c(c(=O)n(C)c(=O)n2C)n1Cc1cccc(Br)c1 (stereo not given)
    1	-1	0	-3	0	0.7	-8	-5	3
COc1cc(/C=C(\C#N)c2nc3ccccc3[nH]2)ccc1O
    -4	20	-7	-8	16	39	0	-5	-11
O=C(Cc1ccc(Cl)cc1)Nc1ccccc1N1CCN(C(=O)c2ccccc2)CC1
    -10	7	-7	-5	19	2.9	17	1	-10
Cc1ccc(C)c(S(=O)(=O)N2CCN(C(=O)Cc3sc(C)nc3-c3ccc(F)cc3)CC2)c1
    -10	2	-6	-15	15	-2.6	11	12	-21
CC1(C)C2C/C(=N\O)C(C)(/[N+]([O-])=C/c3cccc([N+](=O)[O-])c3)CC21 (stereo not given)
    4	-6	8	5	1	-0.5	-5	16	-6
O=C(Cn1ncc2c3ccccc3n(Cc3cccc(Cl)c3)c2c1=O)NCc1ccccn1
    -2	-3	18	10	2	0.2	-20	12	-1
CCCNC(=O)N(C)c1nncnc1C(=O)NC
    10	3	15	1	1	-1.9	-13	0	2
Cc1cc(-c2nnc(SCC(=O)NC3CC3)n2C(C)C)cs1
    5	-1	11	-6	0	1.2	-13	2	-1
COc1ccc(N2CCN(C(=O)CCc3cc(OC)c(OC)c(OC)c3)CC2)cc1
    1	-3	-6	-3	0	-0.6	16	4	-1
NNC(=O)CN1C(c2ccc(Br)cc2)=Nc2ccc(Br)cc2C1c1ccccc1 (stereo not given)
    -2	0	0	-3	-1	-0.6	1	4	-1
CCOC(=O)C1CCN(C(=O)/C=C/c2ccc3c(c2)OCO3)CC1
    -4	2	3	8	0	-0.5	-4	6	-4
CN(C(=O)CC1C(=O)NCCN1Cc1ccc(F)cc1)C1CCOCC1 (stereo not given)
    10	-3	8	-3	1	3.0	-7	5	-1
CC1(C(=O)OCC(=O)Nc2ccccc2)CC1(Cl)Cl (stereo not given)
    -13	0	-3	7	2	-2.0	6	8	-4

From PubChem BioAssay
